Bioassay records: PubChem BioAssay, several laboratories
IMP-1 inhibitor = blocks Pseudomonas aeruginosa IMP-1 metallo-beta-lactamase; AID 1556; 290,000 tested, 0.45% active; inhibition, % at 5.6 µM; purified IMP-1, nitrocefin hydrolysis, epi-absorbance fluorescence;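 active means inhibition above the mean plus 3 SD of all compounds in the same screening run, cut at about 4.5% in these data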;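 further: 0% = IMP-1 with DMSO and 100% = DMSO wells lacking enzyme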
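Assay system: purified IMP-1; Quantity: IMP-1 0.2 nM before substrate addition; Medium: HEPES buffer pH 7.1 with ZnSO4 and Brij 35; Incubation: 15 min enzyme–compound preincubation, then 25 min nitrocefin reaction, 25 °C; Signal: fluorescence quenching readout, ex 480/em 530 nm; Controls: DMSO with and without IMP-1; Repeats: singlicate testing.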
M18AAP inhibitor = blocks P. falciparum M18 aspartyl aminopeptidase; 290,000 tested, 1.2% active; recombinant PfM18AAP, H-Glu-NHMec fluorogenic cleavage; AID 1822; inhibition, % at 7.35 µM;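 active means inhibition above the campaign mean inhibition over all tested compounds plus 3 SD, cut at about 28% in these data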;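 further: 0% = plate median of test compound wells and 100% = 2 mM ZnCl2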
UBC9 SUMO inh = SUMOylation inhibition; AID 2006; HTRF SUMOylation assay, SAE1/SAE2 + UBC9, in vitro; inhibition, % at 35 µM; P63279; 290,000 tested, 0.36% active; in the data active means inhibition above about 50%, passing the limit was not always enough; further: strong numbers were not always called active
Target sequence (P63279 whole entry, looked up): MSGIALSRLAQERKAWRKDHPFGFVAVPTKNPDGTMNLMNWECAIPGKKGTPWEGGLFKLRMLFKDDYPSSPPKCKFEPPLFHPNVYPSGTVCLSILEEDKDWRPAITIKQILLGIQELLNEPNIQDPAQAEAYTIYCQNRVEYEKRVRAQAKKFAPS
HCV NS3 hel inh = HCV NS3 helicase inhibition. NS3 helicase DNA unwinding, Cy5 molecular beacon fluorescence. 290,000 tested, 0.56% active. AID 1800. inhibition, % at 10.9 µM;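 active means inhibition above the mean of all tested compounds plus 3 SD, set per campaign, cut at about 35% in these data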;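 further: 0% = DMSO wells and 100% = thioflavine S control wells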
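System: Hepatitis C virus NS3 helicase domain fragment enzyme | Reagent: Annealed dual-labelled DNA beacon duplex, ATP-started | Compound dosing: 10.9 µM single point, 0.8% DMSO | Incubation: 1 h reaction at 25 °C, ATP-initiated | Technique: Cy5 fluorescence | Evaluation: Percent inhibition from t60/t0 fluorescence ratio | Benchmarks: Low DMSO, high thioflavine S at 110 µM | Replication: Singlicate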
VIM-2 inhibitor = blocks Pseudomonas aeruginosa VIM-2 metallo-beta-lactamase; purified VIM-2, nitrocefin hydrolysis, epi-absorbance fluorescence; inhibition, % at 5.6 µM; 290,000 tested, 0.89% active; AID 1527;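 active means inhibition above the mean of all tested compounds plus 3 SD, cutoff set per screening run, cut at about 7.5% in these data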;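 further: red hydrolysis product quenches plate fluorescence so inhibitors raise well fluorescence; 0% = enzyme with DMSO and 100% = DMSO without enzyme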
MEKK2wt PB1 HTS = raises or lowers MEK5 binding to wildtype human MEKK2 PB1 domain; Q9Y2U5; bead flow cytometry, Alexa488-MEK5 binding to MEKK2 WT; actives lie on both sides; binding response (% of control), % at 10 µM; 290,000 tested, 1.1% active; AID 1531; in the data active means binding response below about 67% or above about 130%
FID counter = counter-screen for HCV NS3 helicase inhibitors: DNA intercalator displacement | inhibition, % at 7.9 µM | DNA fluorescent intercalator displacement, fluorescence | AID 1845 | 290,000 tested, 0.17% active; in the data active means inhibition above about 37%;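 further: 0% = vehicle and 100% = reference compound; higher means more ethidium bromide displaced from hairpin DNA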
NALP1 inh = NALP1 inhibition; S. cerevisiae NALP1/ASC/caspase-1 growth, X-gal OD620, 72 h; inhibition, % at 10 µM; 280,000 tested, 0.61% active; AID 2071; in the data active means inhibition mostly above about 24%, no sharp cut-off; inactive means mostly below about 32%; further: some compounds called inactive have numbers as strong as hits
MEKK2 mut-MEK5 = signal of MEK5 binding to mutant human MEKK2 PB1 domain | AID 1530 | percent response, % at 10 µM | bead flow cytometry, Alexa488-MEK5 binding to MEKK2 mutant | 290,000 tested, 0.35% active; in the data active means percent response above about 24%, passing the limit was not always enough; further: inactives centre near 1; some results filed as inactive read as strong as hits
An asterisk follows results filed as active; . = no result given. The order is random. About 4.7% of those tested had a hit in this group.

Compound,IMP-1 inhibitor,M18AAP inhibitor,UBC9 SUMO inh,HCV NS3 hel inh,VIM-2 inhibitor,MEKK2wt PB1 HTS,FID counter,NALP1 inh,MEKK2 mut-MEK5
COc1ccccc1NC(=O)C1C2C=CC(C2)C1C(=O)NCc1cccnc1 (centres undefined),-3.3,1.2,5.7,0.5,-0.5,104.0,-10.7,14.4,9.0
Cc1cnc(NC(=O)C2CCC(C(C)(C)C)CC2)s1 (centres undefined),-2.5,1.6,-0.2,14.4,-2.6,95.0,-21.0,20.4,4.0
COC(=O)c1cc(NC(=S)Nc2cc(Cl)cc(Cl)c2)cc(C(=O)OC)c1,-3.2,-0.1,7.9,-3.5,-2.8,111.0,3.5,9.3,0.0
CCOC(=O)c1ccc(N2C=C(C(=O)OC)C(c3ccc(OC)c(O)c3)C(C(=O)OC)=C2)cc1,-1.3,2.7,-11.2,-12.0,-4.4,100.0,-28.4,11.9,-4.0
CCc1nnc2n1N=C(c1ccc(-c3cc(Cl)ccc3Cl)o1)CS2,-3.6,-14.9,41.2,8.8,-3.7,93.0,-3.2,4.4,3.0
Cc1[nH]c(-c2ccc(F)cc2)cc1C(=O)N1CCN(c2ccccc2F)CC1,-1.6,9.8,-20.5,-6.3,-3.3,97.0,-36.8,24.2,-12.0
C=COC(=O)CSc1nc(-c2cccs2)ccc1C#N,-2.5,12.3,25.8,47.5*,7.0,97.0,-18.8,-2.7,-3.0
CCOC(=O)N1CCN(C(=O)c2ccc(N(C)S(C)(=O)=O)cc2)CC1,-0.9,0.7,25.7,1.8,-0.4,100.0,-6.9,2.6,-1.0
CC(=O)OC1=C(C#N)Cn2ccc3cccc1c32,-3.3,15.0,20.4,15.3,2.7,100.0,-2.9,0.6,11.0
CCOC(=O)c1cn2nc(Oc3ccc(C)cc3)ccc2n1,-3.4,-6.5,19.7,5.0,-3.4,97.0,-23.2,.,-17.0
Cc1ccc(-n2nc3ccc(NC(=O)C(C)C)cc3n2)cc1,-0.3,1.2,20.7,3.5,1.1,94.0,-0.6,2.6,-4.0
O=C(O)c1ccc(/C=N/Nc2nnnn2-c2ccccc2)cc1,-6.6,5.2,0.6,3.2,-2.0,100.0,-6.2,21.7,0.0
O=C(O)Cc1sc(NCCc2ccccc2)nc1-c1ccc(F)cc1,-4.7,1.1,19.8,5.6,-6.1,99.0,-39.4,18.5,6.0
Nc1nc(NCCO)nc(NC2CCCCC2)c1[N+](=O)[O-],0.3,-4.8,-4.7,-8.0,0.4,98.0,-6.9,14.0,-4.0
CCC(=O)N1c2ccccc2-c2nnc(SC)nc2OC1c1ccc(OC)c(OC)c1 (centres undefined),-1.6,-3.7,15.3,-6.2,1.6,105.0,-11.3,-5.1,4.0
Oc1ccc(N=Nc2n[nH]c(-c3ccc(Cl)cc3)n2)cc1,-4.4,6.3,7.5,-4.3,-4.1,94.0,1.9,8.1,2.0
CN(Cc1cccs1)CC(O)COCc1ccco1 (centres undefined),-0.4,1.1,19.5,-6.7,-0.7,96.0,2.2,.,0.0
COc1cc(CC(=O)Nc2sc3c(c2C(N)=O)CCCC3)cc(OC)c1OC,-0.6,7.1,-0.9,-2.8,-3.2,106.0,-23.2,10.9,2.0
COc1ccc(CC(=O)O/N=C(\N)c2ccc(OC)cc2)cc1,-0.8,-4.3,-24.3,-13.5,-2.6,87.0,-9.4,.,-18.0
C=CCn1c(SCC(=O)NC(=O)c2cccc([N+](=O)[O-])c2)nnc1-c1ccccc1F,-1.7,4.6,16.2,-6.6,-3.8,106.0,-2.1,22.7,3.0
O=C(CCN1CCCCCC1)Nc1ccc2c(c1)OCCO2,-3.9,-2.6,-7.6,4.8,-3.7,100.0,10.8,24.9,-2.0
CC(C)(CO)NS(=O)(=O)c1ccc2c(c1)C(=O)c1cc(S(=O)(=O)NC(C)(C)CO)ccc1-2,-0.3,-4.6,19.9,6.5,-1.0,108.0,-2.5,.,-4.0
CNC(=O)c1c(NC(=O)C2=COCCO2)sc2c1CCCC2,-0.3,-0.4,3.2,2.6,1.5,101.0,-11.9,16.5,-3.0
CCOC(=O)CCP(=O)(O)C(O)c1ccc(OC)cc1 (centres undefined),-2.9,4.7,32.6,3.5,-2.2,.,2.9,9.6,.
COc1ccc(C(=O)OCC(=O)NCC2CCCO2)cc1S(=O)(=O)N1CCCc2ccccc21 (centres undefined),1.0,4.6,14.4,16.3,1.6,93.0,-14.0,-2.5,-3.0
Cc1cccc(Cn2cnc3c(nnn3Cc3ccc(Cl)cc3)c2=O)c1,-2.1,-10.2,-6.7,-0.8,-1.1,102.0,-7.1,2.9,3.0
CCOC(=O)c1sc2ccccc2c1OC(=O)c1ccccc1OC,-1.3,10.7,-14.0,-5.4,-1.6,104.0,-6.9,31.3,-3.0
O=C(NCCO)Nc1ccc2nsnc2c1,0.7,-1.2,34.0,-11.4,2.7,63.0,8.3,-3.6,-14.0
CSCCC1NC(=O)N(CC(=O)Nc2c(C(C)C)cccc2C(C)C)C1=O (centres undefined),-1.2,-3.7,5.5,-9.8,0.1,95.0,-3.7,14.8,0.0
COc1ccc(/C=C(\NC(=O)c2ccccc2)C(=O)N/N=C/c2sccc2C)cc1,-3.1,-0.8,17.5,4.2,-4.6,101.0,-11.1,19.9,3.0
Cc1cc(=O)[nH]c(NN=C(CC(C)C)CC(C)C)n1,-3.3,-1.0,-5.4,-0.8,-1.6,115.0,-2.9,26.6,20.0
COC(=O)N(C)c1ccccc1C(=O)N1CCOCC1,1.5,-6.0,7.7,4.5,-0.9,90.0,5.8,9.4,-7.0
CC(C)(C)NC(=O)C(=O)NN=C1CCCCCCCCCCC1,-1.9,2.5,-0.2,4.5,-2.9,98.0,-2.1,11.4,3.0
Cc1noc(C)c1COC(=O)CCc1ccc(S(=O)(=O)N2CCCCC2)cc1,-2.8,4.7,3.7,-4.7,-2.6,113.0,-24.3,5.8,3.0
N#CCCCN1C(=O)C(=C(C#N)C#N)c2ccccc21,-1.6,-2.0,6.6,-0.1,-2.6,105.0,0.8,-11.2,-2.0
Nc1ccc(N=Nc2ccccc2Cl)c(N)n1,-5.1,2.9,10.3,-16.8,-3.0,109.0,6.3,1.4,11.0
Fc1ccc(C2CC(c3ccc(F)cc3)n3ncnc3N2)cc1 (centres undefined),-0.2,3.1,9.5,-3.8,-3.5,99.0,-4.2,7.4,-4.0
CCCN1C(=O)/C(=c2\s/c(=C3\C=Cc4ccccc4N3CC)c(=O)n2-c2ccccc2)SC1=S,-0.5,9.4,8.2,-1.3,-1.6,98.0,-1.9,17.8,5.0
O=C(O)c1nn(CCOc2c(Cl)cccc2Cl)c(=O)c2ccccc12,-1.3,-1.2,-5.3,-4.8,1.2,102.0,-25.7,8.0,0.0
O=C(N=C1SC2CS(=O)(=O)CC2N1c1ccc(Br)cc1F)C1CC1 (centres undefined),-1.0,2.6,.,9.2,-6.1,101.0,-14.1,4.2,11.0
CNC(=O)COC(=O)c1ccccc1NC(=O)c1ccco1,-1.4,0.0,20.8,-4.8,-0.9,93.0,-0.7,9.6,-3.0
O=C(NCCCN1CCOCC1)C(=O)N/N=C/c1ccccc1Cl,-1.9,2.2,0.8,13.3,-1.4,107.0,0.6,6.0,1.0
O=C(CCC1CCCN(C(=O)c2ccsc2)C1)NCc1ccc(F)c(F)c1 (centres undefined),-2.1,-8.5,-5.5,-4.8,-1.1,105.0,-11.2,-12.9,1.0
C=CCN(CC=C)Cc1nc(N)nc(Nc2ccccc2C)n1,-5.4,4.4,-3.1,-6.0,-4.3,109.0,-4.8,-23.4,-2.0
CC(C)[C@H](NC(=O)C1(c2ccccc2)CCN(C(=O)OC(C)(C)C)CC1)C(=O)O,-4.3,1.6,8.7,12.7,-4.6,91.0,-47.2,-9.4,-3.0
Cc1cc(N2CCC(C(=O)NCC3CC3)CC2)nc(-c2ccccc2)n1,-2.5,0.5,8.7,-7.4,-0.9,109.0,5.2,1.9,0.0
Cc1cccn2c(=O)c3cc(C(=O)NCCc4ccccc4)c(=N)n(CC4CCCO4)c3nc12 (centres undefined),-2.4,4.3,16.8,5.7,-0.1,100.0,-5.2,5.3,0.0
O=[N+]([O-])c1cccc(-c2nnc(CNC3CC3)o2)c1,-2.5,-3.9,9.6,9.6,-1.7,93.0,-2.2,2.0,-12.0
COCCn1c(-c2ccc(C)cc2)nc2oc3cc(OC)ccc3c(=O)c2c1=O,-1.5,-1.6,2.6,4.9,-0.6,86.0,-17.7,15.1,-12.0
CC(C)(C)N(Cc1cc2ccccc2[nH]c1=O)C(=O)c1cccc([N+](=O)[O-])c1,-2.4,-2.4,14.8,0.4,-2.6,96.0,-8.7,-4.9,-7.0
O=C(CN1CCSCC1)N/N=C/c1ccc(Cl)cc1,-2.6,3.3,-5.1,16.9,-3.7,89.0,-0.3,0.4,-8.0
Cc1cc(-n2c(C)c3c(C)nnc(C)c3c2C)ccc1N,-2.8,5.3,5.8,-17.9,0.8,104.0,0.7,3.1,-1.0
Cc1cc(C)c2cc(CN(CCN(C)C)C(=O)Nc3ccccc3Cl)c(=O)[nH]c2c1,-1.4,-1.5,13.9,-19.2,-3.0,103.0,13.3,27.7*,-8.0
Clc1ccc(N2CCOCC2)nn1,-4.9,-2.5,15.0,-1.9,-3.8,93.0,6.3,4.4,-8.0
COc1ccccc1/C=C(/CC(=O)NCc1ccccc1)c1nc2ccccc2s1,-0.1,9.6,-0.5,12.2,0.1,98.0,-17.0,12.5,-3.0
CSCC[C@H](NC(=O)N1CCn2c1nc1ccccc12)C(=O)NCc1ccco1,-1.9,4.0,7.5,3.9,-2.1,98.0,-38.5,-2.7,-3.0
Cc1ccccc1C(=O)NNC(=O)c1ccoc1C,-1.9,-11.4,9.9,5.7,-3.4,101.0,3.3,-1.4,6.0
COc1ccccc1CN1CCNC(=O)C1CC(=O)NCC1CCOCC1 (centres undefined),-1.5,4.1,2.7,0.0,-1.6,111.0,-5.6,0.2,9.0
O=C(Oc1cccc([N+](=O)[O-])c1)N1CCCCC1,1.4,17.7,9.6,-0.3,1.5,68.0,0.9,15.6,-24.0
Cc1sc2nc(C)n(/N=C/N(C)C)c(=O)c2c1C,-1.5,-3.2,14.5,1.3,-5.0,98.0,-2.3,.,-8.0
